# AHR act – activators of human aryl hydrocarbon receptor; activation, % at 5 µM; P35869; AID 2796; 2.5% of 320,000 active; AHR-responsive luciferase reporter cells, luminescence; in the data active = activation above about 47%;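 also: 0% = vehicle wells and 100% = reference agonist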
# Target sequence (P35869 whole entry, looked up): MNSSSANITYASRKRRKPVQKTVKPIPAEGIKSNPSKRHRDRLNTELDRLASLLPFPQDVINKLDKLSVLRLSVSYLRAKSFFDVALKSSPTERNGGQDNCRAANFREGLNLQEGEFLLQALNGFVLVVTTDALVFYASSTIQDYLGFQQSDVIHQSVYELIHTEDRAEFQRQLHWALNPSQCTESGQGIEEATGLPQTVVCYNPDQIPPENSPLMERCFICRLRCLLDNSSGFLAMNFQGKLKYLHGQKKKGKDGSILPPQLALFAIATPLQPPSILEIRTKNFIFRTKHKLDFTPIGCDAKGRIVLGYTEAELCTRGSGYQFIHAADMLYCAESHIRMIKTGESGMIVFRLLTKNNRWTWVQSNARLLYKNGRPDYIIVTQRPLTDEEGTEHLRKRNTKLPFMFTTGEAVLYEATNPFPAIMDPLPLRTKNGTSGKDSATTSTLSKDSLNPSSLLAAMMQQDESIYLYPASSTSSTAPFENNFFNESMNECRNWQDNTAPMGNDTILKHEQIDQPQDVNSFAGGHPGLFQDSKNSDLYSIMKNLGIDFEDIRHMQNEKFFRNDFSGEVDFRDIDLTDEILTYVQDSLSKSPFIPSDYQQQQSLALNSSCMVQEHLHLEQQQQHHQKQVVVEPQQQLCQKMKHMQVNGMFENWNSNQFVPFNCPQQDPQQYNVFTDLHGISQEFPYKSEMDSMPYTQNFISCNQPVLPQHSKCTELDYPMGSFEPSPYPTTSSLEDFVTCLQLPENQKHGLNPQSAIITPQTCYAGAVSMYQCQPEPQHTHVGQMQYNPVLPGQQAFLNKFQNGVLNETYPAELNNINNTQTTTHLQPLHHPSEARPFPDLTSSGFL
# ZTA DNA inh – blocks Epstein-Barr virus ZTA, an EBNA-1 counter-screen; P03206; ZTA-DNA binding, fluorescence polarization; inhibition, % at 11 µM; 0.15% of 320,000 active; AID 2234; in the data active = inhibition above about 33%
# RPL19A-GFP yeast – alters RPL19A-GFP fluorescence in TOR pathway yeast screen. AID 2025. percent response vs DMSO, % at 10 µM. S. cerevisiae RPL19A-GFP strain, flow cytometry, 3 h; hits give low values. 0.3% of 330,000 active;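 active = percent response vs DMSO below 50%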;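 also: median channel GFP fluorescence of the barcoded RPL19A-GFP strain; ratio of sample median GFP to plate DMSO average so 100% = DMSO; lower means less RPL19A-GFP as with rapamycin TOR inhibition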
# proCasp3 act – activates human procaspase-3; P42574; recombinant procaspase-3 D3A, Ac-DEVD-pNA absorbance 405 nm; activation, % at 8.5 µM; 0.11% of 330,000 active;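 active = activation above the mean of all tested compounds plus 3 SD, cut at about 21% in these data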;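 also: 0% = DMSO alone and 100% = DMSO wells spiked with extra 5 µM PC-3 D3A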
#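 material = Procaspase-3 D3A mutant | probe or stimulus = Ac-DEVD-pNA | compound = single dose, 8.5 µM nominal compound, 0.8% DMSO | timing = 1 h preincubation, 2 h reaction | measured by = 405 nm absorbance of p-nitroaniline, reads at 0 and 120 min | benchmarks = DMSO-only low control, 5 µM PC-3 D3A high control | repeats = singlicate, each compound tested once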
# procasp7 counter – activates human procaspase-7, counter-screen for procaspase-3 activators; 0.093% of 330,000 active; recombinant procaspase-7, Ac-DEVD-pNA absorbance 405 nm; D23A/D198A/D206A triple mutant, cannot self-cleave; scale: DMSO 0, 5 µM enzyme 100; AID 463210; P55210; activation, % at 8.5 µM;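 active = percent activation above the screen-wide mean plus 3 SD, cut at about 25% in these data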
# Target sequence (P55210 whole entry D23A/D198A/D206A): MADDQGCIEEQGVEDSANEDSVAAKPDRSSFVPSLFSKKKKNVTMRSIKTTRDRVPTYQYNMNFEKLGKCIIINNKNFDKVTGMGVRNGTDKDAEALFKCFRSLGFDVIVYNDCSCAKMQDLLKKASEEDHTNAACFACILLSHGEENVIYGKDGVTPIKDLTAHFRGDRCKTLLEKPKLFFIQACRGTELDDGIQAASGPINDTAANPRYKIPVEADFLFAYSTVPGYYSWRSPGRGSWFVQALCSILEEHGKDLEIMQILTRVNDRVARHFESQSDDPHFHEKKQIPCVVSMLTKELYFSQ
#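 Test system: Procaspase-7 triple mutant (PC-7 D3A). Also added: Ac-DEVD-pNA substrate, 400 µM as added. Schedule: 1 h enzyme–compound preincubation and 2 h substrate reaction, both 25 °C. Signal: p-Nitroaniline absorbance at 405 nm, read at 0 and 120 min. Control set: low DMSO alone, high DMSO plus 5 µM PC-7.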
# LAP4 TOR yeast – modulators of TOR pathway LAP4-GFP in S. cerevisiae. AID 2023. 0.34% of 320,000 active. S. cerevisiae LAP4-GFP multiplex, flow cytometry GFP, 3 h; median GFP as percent of DMSO wells. GFP response vs DMSO, % at 10 µM;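 active = GFP response vs DMSO above a set limit, about the screen mean plus 3 SD, cut at about 150% in these data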
# MEP2-GFP yeast – alters MEP2-GFP fluorescence in TOR pathway yeast screen. 0.51% of 330,000 active. AID 2016. S. cerevisiae MEP2-GFP strain, flow cytometry GFP, 3 h; 100% = DMSO control level. GFP response vs DMSO, % at 10 µM;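 active = GFP response versus DMSO above a set limit, roughly screen mean plus 3 SD, cut at about 180% in these data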;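 also: median GFP fluorescence of the barcode-gated MEP2-GFP cells per well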
# EBNA-1 inh – blocks EBNA-1 binding to DNA. EBNA-1 DNA binding, fluorescence polarization. inhibition, % at 14.8 µM. 0.34% of 300,000 active. AID 1950; in the data active = inhibition above about 28%
# * marks the source's active call; other numbers are inactive results; nt = not tested or not shown.
1. Cc1cccc(-c2cc(C(=O)NCc3ccccn3)c3ccccc3n2)c1
2. O=C(OCC(=O)N1CCN(c2ccccc2)CC1)c1ccc(Cl)cc1[N+](=O)[O-]
3. Cc1ccc(S(=O)(=O)N(C)C)cc1NC(=O)C1Cc2ccccc2CN1C(=O)c1ccco1 (stereo unspecified)
4. CCCCN(C)C(=S)Nc1ccc2nc3n(c(=O)c2c1)CCCCC3
5. N#CCCn1c(SCC(=O)c2c[nH]c3ccccc23)nc2ccccc21
6. CC(=O)Nc1c2c(nn1-c1cccc(Cl)c1)CS(=O)(=O)C2
7. O=C(NNC(=S)Nc1ccccc1)c1ccccc1[N+](=O)[O-]
8. Cc1sc2nc(C3CC3)nc(SCC(=O)N3CCCc4ccccc43)c2c1C
Assay by compound	1	2	3	4	5	6	7	8
AHR act	17	-1	5	7	33	-1	-2	4
ZTA DNA inh	14	0	15	-19	-5	6	5	-3
RPL19A-GFP yeast	100	86	105	94	96	99	94	99
proCasp3 act	6	12	-4	-1	-7	3	3	1
procasp7 counter	13	-2	-5	-10	-10	12	-11	-1
LAP4 TOR yeast	100	106	96	97	96	105	104	97
MEP2-GFP yeast	101	90	101	99	93	92	94	103
EBNA-1 inh	7	-4	3	-9	-7	9	8	-3

9. NC1(C#Cc2ccc3c(=O)c4ccccc4sc3c2)CCCCC1
10. CNC(=O)[C@H]1O[C@@H](n2cnc3c(NCc4cccc(I)c4)nc(Cl)nc32)[C@H](O)[C@@H]1O
11. CC(/C=C\C=C\c1ccccc1)=N\NC(=O)c1cncc(Br)c1
12. S=c1nc2ccccc2c2nc(-c3ccccc3)[nH]n12
13. Cc1cc(C(=O)NCc2cccs2)nn1C
14. Cn1ncc(Cl)c1C(=O)NCc1ccco1
15. CCOc1cc(/C=C2\C(=N)N3N=C(C)SC3=NC2=O)ccc1OCCOc1cccc(OC)c1
16. CCOC(=O)c1ccc(NC(=S)Nc2ccc(Cl)cn2)cc1
Assay by compound	9	10	11	12	13	14	15	16
AHR act	2	3	46	106*	0	3	1	-4
ZTA DNA inh	nt	-10	3	4	-6	2	-9	10
RPL19A-GFP yeast	93	93	102	91	93	109	107	96
proCasp3 act	-5	2	-6	-5	4	-8	17	3
procasp7 counter	1	-8	-5	0	5	-1	12	8
LAP4 TOR yeast	102	135	103	nt	102	97	88	97
MEP2-GFP yeast	94	93	102	112	93	107	106	95
EBNA-1 inh	nt	-1	14	3	-2	-6	9	2

17. CCOc1ccc(/C=N/N2C(C)CCCC2C)cc1 (stereo unspecified)
18. CCC(C)(C(=O)NC1CCCC1)N(C(=O)Cc1cccs1)c1c(C)n(C)n(-c2ccccc2)c1=O (stereo unspecified)
19. Cc1cc(NC(=O)CSCC(=O)Nc2ccccc2Oc2ccccc2)no1
20. COc1cc(C(=S)N2CCOCC2)cc(OC)c1OC(=O)c1ccccc1[N+](=O)[O-]
21. COCCCn1c(=O)c2ccccc2n(CC(=O)NC2CCCC2)c1=O
22. CS(=O)(=O)N(CC(=O)NCc1ccccn1)c1ccc2c(c1)OCCO2
23. Cc1nnc(SCc2ccc(CSc3nnc(C)c(=O)[nH]3)cc2)[nH]c1=O
24. Cc1cccc(NC(=O)CSCC(=O)Nc2ccc(S(=O)(=O)N3CCOCC3)cc2)c1
Assay by compound	17	18	19	20	21	22	23	24
AHR act	1	0	2	0	0	1	-3	-2
ZTA DNA inh	-6	14	1	11	0	-19	17	7
RPL19A-GFP yeast	111	104	98	106	105	99	94	97
proCasp3 act	0	4	5	-10	-3	-13	0	10
procasp7 counter	1	1	3	14	10	-1	-3	9
LAP4 TOR yeast	102	121	106	94	101	102	93	104
MEP2-GFP yeast	108	124	99	112	106	104	100	97
EBNA-1 inh	-5	16	-7	8	-1	-2	0	0

25. COc1ccc(C(=O)Nc2ccccc2C(=O)NCCN2CCOCC2)cc1
26. CC(=O)OC(C(=O)NCc1ccc(F)cc1)c1ccccn1 (stereo unspecified)
27. COc1ccccc1OCC(=O)Nc1ccc(S(=O)(=O)N2CCCCCC2)cc1
28. Cn1nc2c3cc(F)ccc3n(Cc3ccc(F)cc3)cc-2c1=O
29. Cc1nc(Oc2cccc(Cl)c2)c2oc3ccccc3c2n1
30. c1ccc2c(c1)OCC(c1nnc3sc(-c4ccc5c(c4)OCO5)nn13)O2 (stereo unspecified)
31. Cc1cccc(N2CCN(C(=O)c3ccccc3NC(=O)C3CCCCC3C(=O)O)CC2)c1 (stereo unspecified)
32. COCCSc1ccccc1C(=O)Nc1ccc(Cl)cn1
Assay by compound	25	26	27	28	29	30	31	32
AHR act	1	-3	5	3	31	48*	-1	11
ZTA DNA inh	-18	-9	-11	-11	-4	-3	8	-23
RPL19A-GFP yeast	101	100	97	103	107	96	105	101
proCasp3 act	2	3	-3	-2	0	-8	10	10
procasp7 counter	-6	9	-13	-2	10	-12	3	7
LAP4 TOR yeast	100	95	108	98	98	96	103	89
MEP2-GFP yeast	100	121	100	107	105	102	108	112
EBNA-1 inh	2	-4	-10	-6	-3	2	1	-8

33. Cc1ccccc1S(=O)(=O)N1[C@@H](c2cccc(Cl)c2)C(C(=O)O)=CC[C@H]1c1ccc(Cl)cc1
34. CCN(CC)S(=O)(=O)c1cc(NC(=O)CN2CCN(c3ccccn3)CC2)ccc1C
35. Cc1ccc(CSCC(=O)N(C)CC(=O)Nc2ccc(C)cc2)cc1
36. COc1ccc(N2CCN(CC(=O)Nc3ccc(-n4cnnn4)cc3)CC2)cc1
37. CCOC(=O)C1CCCN(C(=O)Cn2sc3nc(C)cc(C)c3c2=O)C1 (stereo unspecified)
38. COCCn1c(SCc2ccc(OC)c(F)c2)nnc1-c1ccncc1
39. O=C(Nc1cccnc1)c1cc(Br)c(Br)s1
40. N#CCCN(C(=O)c1ccco1)c1ccccc1
Assay by compound	33	34	35	36	37	38	39	40
AHR act	2	-1	6	4	-2	1	29	0
ZTA DNA inh	17	-9	2	-5	-16	19	2	-5
RPL19A-GFP yeast	100	108	91	100	106	104	87	97
proCasp3 act	7	7	-12	-4	-13	-6	-3	5
procasp7 counter	10	10	-7	1	-25	1	-2	5
LAP4 TOR yeast	133	91	91	97	103	96	93	98
MEP2-GFP yeast	84	97	94	96	99	102	92	100
EBNA-1 inh	-2	-9	-8	-6	-2	7	1	-2

41. O=C(COC(=O)COc1ccc(Cl)cc1Br)NCc1cccs1
42. O=C1C2C3C=CC(C4CC34)C2C(=O)N1/N=C/c1ccc([N+](=O)[O-])o1 (stereo unspecified)
43. COc1ccc2[nH]c(=O)c(CN(C(=O)c3cccnc3)c3ccccc3C)cc2c1
44. O=C(CN1C(=O)c2ccccc2S1(=O)=O)N1CCN(c2cccc(Cl)c2)CC1
45. CCN(CC)CCN1C(=O)c2oc3ccccc3c(=O)c2C1c1ccc(C)cc1 (stereo unspecified)
46. Cc1c(C)n(CCCN(C)C)c2ncnc(NCc3ccccc3)c12
47. COc1ccc(/C=C/c2c([N+](=O)[O-])c(=O)n(C)c(=O)n2C)c(OC)c1OC
48. O=c1c2cc([N+](=O)[O-])ccc2nc2n1CCCC2
Assay by compound	41	42	43	44	45	46	47	48
AHR act	-1	0	3	-3	5	1	13	4
ZTA DNA inh	6	-5	-4	-2	20	-6	-5	11
RPL19A-GFP yeast	98	94	103	102	104	106	100	95
proCasp3 act	2	-7	10	-8	-22	-2	7	-2
procasp7 counter	-14	-7	-10	5	-35	-4	-5	-5
LAP4 TOR yeast	107	158*	107	112	106	89	102	107
MEP2-GFP yeast	97	99	106	101	107	109	103	106
EBNA-1 inh	11	-8	-3	10	6	2	0	-19

49. CS(=O)(=O)N1N=C(c2ccc(Br)cc2)CC1c1ccc2c(c1)OCO2 (stereo unspecified)
50. COc1ccc(CCN2CC(C(=O)Nc3ccc(S(C)(=O)=O)cc3)CC2=O)cc1OC (stereo unspecified)
51. Cc1ccc(S(=O)(=O)/C(C#N)=C/c2c(N3CCC(C(N)=O)CC3)nc3ccccn3c2=O)cc1
52. CCN(CC(=O)Nc1ccc(NC(C)=O)cc1)C(=O)CN1C(=O)NC2(CCCC2)C1=O
53. Cc1ccc(C(C(=O)NC2CCCC2)N(Cc2ccccc2)C(=O)c2csnn2)o1 (stereo unspecified)
54. CCOC(=O)C1=C(CC)Nc2ccccc2N=C1NC(=O)c1ccc(S(=O)(=O)N2CCOCC2)cc1
55. COc1ccc(CN(Cc2ccc(C(=O)O)cc2)C(=S)Nc2ccc(C)cc2)cc1OC
56. O=C(CN1C(=O)/C(=C/c2cccc(Br)c2)SC1=S)N1CCCC1
Assay by compound	49	50	51	52	53	54	55	56
AHR act	19	2	0	-2	-1	2	-1	-3
ZTA DNA inh	-1	2	3	10	-2	1	7	-8
RPL19A-GFP yeast	103	106	99	90	100	88	89	95
proCasp3 act	4	-1	-6	-6	4	0	0	6
procasp7 counter	1	13	4	-1	7	13	0	6
LAP4 TOR yeast	102	123	86	96	109	95	97	93
MEP2-GFP yeast	91	106	96	93	107	92	91	61
EBNA-1 inh	0	9	5	2	-7	-14	5	-2

# Record cards, as listed above. Values in the order: AHR act, ZTA DNA inh, RPL19A-GFP yeast, proCasp3 act, procasp7 counter, LAP4 TOR yeast, MEP2-GFP yeast, EBNA-1 inh
# Cc1ccc(S(=O)(=O)/C(C#N)=C/c2c(N3CCC(C(N)=O)CC3)nc3ccccn3c2=O)cc1 as listed: 0, 3, 99, -6, 4, 86, 96, 5
# O=C(CN1C(=O)/C(=C/c2cccc(Br)c2)SC1=S)N1CCCC1 as listed: -3, -8, 95, 6, 6, 93, 61, -2
# Cc1ccc(C(C(=O)NC2CCCC2)N(Cc2ccccc2)C(=O)c2csnn2)o1 (stereo unspecified) as listed: -1, -2, 100, 4, 7, 109, 107, -7

# Additional records
57. CCc1ccc(CNC(=O)CCc2nc(-c3cccs3)no2)cc1
58. CCS(=O)(=O)c1ncc(Cl)c(C(=O)Nc2ccc(C)cc2)n1
59. Cc1ccc2c(c1)c(C1=NC(=S)NC1=O)c(O)n2C
60. Cc1ccc(-n2c(SCn3nnc4ccccc4c3=O)nnc2-c2cccnc2)c(C)c1
61. CC(=O)N1CCC(=NNc2nc3ccccc3s2)CC1
62. Cc1cc(NS(=O)(=O)c2ccc(NC(=O)Cc3ccccc3)cc2)nc(C)n1
63. COc1cccc(CN(C)C(=O)CSCC(=O)Nc2ccc(C)cc2)c1OC
64. CC(NC(=O)c1ccc(S(=O)(=O)NCc2ccco2)cc1)c1ccc(F)cc1 (stereo unspecified)
Assay by compound	57	58	59	60	61	62	63	64
AHR act	5	23	24	2	40	-1	0	4
ZTA DNA inh	4	2	4	6	-1	7	16	-4
RPL19A-GFP yeast	100	86	102	91	101	96	97	96
proCasp3 act	-7	-2	-10	7	12	3	4	-4
procasp7 counter	8	-4	10	8	6	3	4	-11
LAP4 TOR yeast	102	110	105	105	88	83	102	106
MEP2-GFP yeast	100	101	106	97	103	99	93	103
EBNA-1 inh	7	0	-6	6	-1	12	3	nt

65. CC(NC(=O)C(=O)N1CCCCC1)C(c1cccs1)N1CCN(Cc2ccccc2)CC1 (stereo unspecified)
66. C/C(=N\NC(=O)c1ccc(C)cc1)C1C(=O)c2ccccc2C1=O
67. CCS(=O)(=O)c1nc(S(=O)(=O)c2ccc(Cl)cc2)c(NCCCN2CCCC2=O)s1
68. O=C(Nc1cccc2ccccc12)NC1CCCCC1O (stereo unspecified)
69. N#Cc1ccsc1NC(=O)CCN1CCN(C(c2ccccc2)c2ccccc2)CC1
70. Cc1cc(NC(=O)CSc2nnc(-c3cccnc3)n2Cc2ccccc2)no1
Assay by compound	65	66	67	68	69	70
AHR act	-1	8	2	18	-1	-1
ZTA DNA inh	2	0	-9	58*	3	8
RPL19A-GFP yeast	103	103	102	102	99	102
proCasp3 act	9	3	5	1	9	0
procasp7 counter	-2	0	-9	2	2	1
LAP4 TOR yeast	95	98	102	105	110	103
MEP2-GFP yeast	105	100	108	90	103	104
EBNA-1 inh	2	-9	-14	-2	2	0
